# miR122 inh: miR-122 inhibition in Huh7 cells; Huh7 miR-122 Renilla luciferase sensor, 48 h; neutral wells = 0, positive control = 100; activation (reporter increase), % at 12.5 µM; 340,000 tested, 0.3% active;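 active = mean replicate activation score at least 90 and every replicate individually at or above 90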;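 note: higher luciferase means less miR-122 activity so hits act as miR-122 inhibitors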
# F508del corr: CFTR F508del correction in bronchial cells | activity (quench increase), % at 7.58 µM | 350,000 tested, 0.36% active | CFBE cells, YFP halide quenching; stimulated with forskolin plus potentiator P3; % fluorescence drop versus neutral controls;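 active = mean added fluorescence quench of at least 8% versus neutral control, with both replicates also reaching 8%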;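 note: cells transiently co-express mutant CFTR-F508del with the halide-sensitive YFP; corrector assay measuring rescue of mutant channel to the surface after 24 h compound exposure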
# PglD inh: PglD (C. jejuni) enzyme inhibition. AID 602405. purified PglD enzyme, DTNB colorimetric CoA detection. 360,000 tested, 0.098% active. inhibition, % at 12.5 µM; in the data active = inhibition above about 16%, passing the limit was not always enough; note: strong numbers were not always called active
# PGC1a acetyl inh: modulators of PGC1a acetylation; inhibition, % at 15.6 µM; U2OS PGC1a acetylation, AlphaScreen anti-acetyl-lysine; with virally co-expressed GCN5 acetyltransferase; AID 651687; 350,000 tested, 0.17% active;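 active = every replicate shows inhibition of at least 40%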;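 note: 0% = neutral control wells and 100% = positive control wells; some results beyond the cut were filed as inactive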
# Cneo AK release: causes C. neoformans cell lysis; adenylate kinase release luminescence, 4 h; normalised: neutral wells 0, clomiphene wells 100; lysis activity, % at 15 µM; 360,000 tested, 0.2% active;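 active = mean lysis activity across replicates of at least 80%, whatever share of replicates individually reach that level; inactive = mean lysis activity below 80%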
#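 Assay system: log-phase C. neoformans yeast / Quantity: yeast cell density of 5 × 10^6 cells/mL / Medium: fresh YPD growth medium / Compound: single dose / Timing: static 4 h at 37 °C with compound, 1 h detection / Measured by: adenylate kinase release luminescence / Read-out: lysis from increased AK signal / Benchmarks: Clomiphene as positive lysis control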
# INS-1E GSIS act: GLuc luminescence reporter in INS-1E cells, primary screen for activators of glucose-dependent secretion of insulin; INS-1E GLuc reporter insulin secretion, 2-3 h; AID 743287; activation, % at 16.6 µM; 370,000 tested, 0.61% active;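 active = lowest replicate activation of at least 40%, so every replicate reaches that level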;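 note: 0% = median of neutral control wells and 100% = median of IBMX positive control wells; some compounds called inactive have numbers as strong as hits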
# FN deposition inh: fibronectin deposition inhibition | AH1F fibroblasts, Alexa488-fibronectin deposition fluorescence, overnight | inhibition, % at 12.6 µM | 350,000 tested, 0.086% active;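 active = mean inhibition across replicates of 30% or more, regardless of how many single replicates reach that level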;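 note: positive control wells lacked labelled fibronectin entirely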
#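 Material: AH1F fibroblasts assembling fluorescent fibronectin matrix; amount: 10000 AH1F cells/well; medium: DMEM, 2% serum; reagent: Alexa488-fibronectin, 24 nM final in well; dosing: single compound dose, delivered by pin transfer; incubation: 1 h adhesion, overnight exposure; detection: fluorescence after three HBSS washes, excitation 485 nm, emission 525 nm; measure: fibronectin deposition inhibition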
# C2C12 statin: suppression of simvastatin myotoxicity. rescue of ATP level, % at 7.49 µM. 330,000 tested, 0.78% active. C2C12 myotubes + simvastatin, ATP luminescence, 48 h; scaled: DMSO 0, geranylgeraniol control 100. AID 602340;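 active = mean ATP rescue above about 67%, or every replicate alone reaching that limit, limit read from the data, passing the limit was not always enough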;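 note: myotubes were challenged with 10 µM simvastatin during compound exposure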
# Numbers without * were called inactive; nt = not tested or not shown; [ ] = another dose, or the depositor's remark.
SMILES,miR122 inh,F508del corr,PglD inh,PGC1a acetyl inh,Cneo AK release,INS-1E GSIS act,FN deposition inh,C2C12 statin
CCOC(=O)N1CCN(S(=O)(=O)N2CCCC(C(=O)NCc3ccccc3OCC)C2)CC1 (stereo not drawn),-8,4.6,-2,nt,1,6,-20,1
O=C(CCCCC(=O)Nc1ccc(F)cc1F)Nc1ccc(F)cc1F,1,-0.1,3,-4,1,nt,5,nt
Cc1ccc(S(=O)(=O)N(C)C)cc1NC(=S)N1CCCCC1CO (stereo not drawn),nt,-2.6,nt,1,nt,-19,1,nt
O=C(NC1CCCCC1)c1c(O)nc2sccn2c1=O,nt,-0.3,0,nt,1,27,4,3
Cc1nnc(Sc2nc3c(c(=O)[nH]c(=O)n3C)n2CCc2ccccc2)s1,-4,-0.5,0,-2,-2,nt,2,10
CCC(C)N1C(=O)C2C(C(=O)Nc3cccc(OC)c3)C3C=CC2(O3)C1C(=O)NC1CCCCC1C (stereo not drawn),-3,nt,-2,0,1,nt,21,0
COc1cc(/C=N/N=C(N)N)ccc1OCc1ccc(Cl)cc1,nt,-1.3,-8,nt,1,-20,4,nt
O=C(NCCCn1ccnc1)/C(=C\c1ccccc1F)NC(=O)c1ccccc1,13,-1.1,2,5,0,6,11,-30
COc1ccc(NC(=O)N(C)C[C@H]2OCCCC[C@@H](C)Oc3ccc(NC(=O)c4ccncc4)cc3C(=O)N([C@H](C)CO)C[C@H]2C)cc1,11[16.7 µM],-2.6,-2,-3,4,-1,-3,nt
CCCCn1c(N)c(N(CC(C)C)C(=O)C2CC(=O)N(c3ccc4c(c3)OCCO4)C2)c(=O)[nH]c1=O (stereo not drawn),-12,-0.7,-6,6,-3,9,-6,4

# The closing 4 compounds of the section above lead into the next:
SMILES,miR122 inh,F508del corr,PglD inh,PGC1a acetyl inh,Cneo AK release,INS-1E GSIS act,FN deposition inh,C2C12 statin
COc1cc(/C=N/N=C(N)N)ccc1OCc1ccc(Cl)cc1,nt,-1.3,-8,nt,1,-20,4,nt
O=C(NCCCn1ccnc1)/C(=C\c1ccccc1F)NC(=O)c1ccccc1,13,-1.1,2,5,0,6,11,-30
COc1ccc(NC(=O)N(C)C[C@H]2OCCCC[C@@H](C)Oc3ccc(NC(=O)c4ccncc4)cc3C(=O)N([C@H](C)CO)C[C@H]2C)cc1,11[16.7 µM],-2.6,-2,-3,4,-1,-3,nt
CCCCn1c(N)c(N(CC(C)C)C(=O)C2CC(=O)N(c3ccc4c(c3)OCCO4)C2)c(=O)[nH]c1=O (stereo not drawn),-12,-0.7,-6,6,-3,9,-6,4
O=C(c1ccccc1)c1cc2ccccc2o1,1,nt,3,-5,0,30,nt,nt
CCNC(=O)[C@H]1[C@H](CO)[C@H]2Cn3c(ccc(C4=CCCCC4)c3=O)[C@H]2N1CC1CC1,-4[16.7 µM],-1.3,0,nt,-6,0,nt,-8
CC(=O)N[C@H]1CC[C@H](CCNC(=O)C2CCCC2)O[C@H]1CO,17[16.7 µM],-0.6,1,5,-2,24,nt,-1
Clc1ccc(CSc2nnc(NC3=NCCCCC3)s2)cc1,-4,nt,0,8,2,nt,nt,22
O=C(COC(=O)c1ccccn1)c1ccc(Br)cc1,8,nt,-5,nt,-15,nt,12,nt
CN1CCN(c2ccc(CNC(=O)c3ccc(-c4ccnn4C)c4ccoc34)cc2)CC1,22,4.2,0,-53,1,3,-7,-1
CC(C)CC1C(=O)N(Cc2cn(Cc3ccco3)nn2)CCS(=O)(=O)N1Cc1ccc(-c2ccc(Cl)cc2)cc1 (stereo not drawn),-6,-5.3,nt,-9,nt,nt,-4,28
CC(C)c1nc2oc3c(N4CCNCC4)ncnc3c2c2c1CCC2,nt,-0.5,nt,6,nt,35,-9,nt
CC(=O)N1C[C@H]2CON(C)[C@H]2C[C@H]1c1ccc(-c2cccnc2)cc1,-9,-2.3,-3,3,1,10,7,-8
CCOC(=O)c1cccnc1SCC(=O)N(C)c1ccccc1,2,nt,-1,3,9,-6,2,8
O=C1OC(c2ccc(Cl)cc2)/C(=C(/O)c2ccccc2)C1=O (stereo not drawn),0,nt,6,nt,-3,nt,9,nt
COc1cc(/C=C/C(=O)OCC(=O)NCC(=O)Nc2cccc(C)c2C)ccc1OC(F)F,-4,5.2,3,3,0,15,9,-5
COc1ccc(CNC(=O)CNC(=O)N2CC(=O)Nc3ccccc32)cc1,6,-0.6,-4,nt,-1,18,0,8
O=C(NCc1ccccc1Cl)C1CCC(CNc2c(N3CCCCC3)c(=O)c2=O)CC1 (stereo not drawn),2,0.0,-5,11,2,nt,-7,nt
CC(C)(C)N=C1NC(=NC(C)(C)C)c2ccccc21,4,2.8,-3,-17,-2,21,nt,-12
CCc1nc2c(OCCOc3ccc(F)cc3)cccn2c1N(C)C(=O)c1ccc(OC)cc1,-1,0.5,-1,16,0,-7,nt,-33
COc1ccc(CNC(=O)CN(Cc2ccc(Cl)cc2)C(=O)c2csnn2)cc1,1,0.7,0,nt,0,-1,-15,14
CCN(CC)S(=O)(=O)c1ccc(OC)c(NS(=O)(=O)c2cccc(C(=O)O)c2)c1,nt,-0.5,nt,6,nt,15,2,nt
O=S(=O)(Nc1ccccc1)c1cccc2nonc12,nt,-5.5,-8,nt,0,5,-5,3
CCCC(=O)Nc1ccc2c(c1)C(=O)N(C)[C@H]1CC[C@H](CC(=O)Nc3ccccc3)O[C@H]1CO2,12[16.7 µM],-1.4,-1,-6,-3,-9,-34,3
CS(=O)(=O)N1CCN(CC2CC3C=CC2C3)CC1 (stereo not drawn),-8,nt,-2,-8,-3,nt,3,4
Cc1cc(Nc2c(C)cccc2C)n2nc(C)nc2n1,0,-2.9,-5,4,-4,2,-24,3
CCCn1c(SCC(=O)N2CCN(C(=O)c3ccco3)CC2)nc2ccccc2c1=O,-10,1.8,nt,-20,nt,-21,-2,nt
CC(=O)N(C)C[C@@H]1Oc2ncc(-c3ccc(C)cc3)cc2C(=O)N([C@H](C)CO)C[C@H]1C,2[16.7 µM],-2.3,1,-2,-1,37,nt,-2
COc1ccc(N=C2S/C(=C\c3cc(C)n(C)c3C)C(=O)N2C)cc1,-7,nt,-11,-19,-1,nt,nt,0
CCOc1ccc(CN(CC)C(=O)c2ccc3c(c2)[nH]c(=O)c(=O)n3CC)cc1OC,nt,-1.4,-3,nt,-5,22,-5,12
CC(C)c1ccc(C(C(=O)NC2CCCC2)N(C(=O)CNC(=O)c2ccco2)c2cccnc2)cc1 (stereo not drawn),-8,nt,1,4,2,-1,nt,nt
CCNC(=O)c1ccc(C2SCC(=O)N2Cc2ccco2)cc1 (stereo not drawn),-2,nt,-6,-2,-2,nt,-11,-6
O=C(CCCn1nnnc1CN1CCOCC1)N1CCC(c2ccccc2Cl)C1 (stereo not drawn),-7,3.8,0,3,-1,-9,4,-9
Cc1csc(SCC(=O)NC(=O)C2CCCCC2)n1,4,-0.2,nt,nt,nt,-9,-1,-2
CCOc1cc(CNc2nn[nH]n2)ccc1OCC(=O)NC(C)(C)C,-4,2.4,2,7,2,-4,-9,2
CC(=O)/C(N=Nc1c(C)n(C)n(-c2ccccc2)c1=O)=C(\C)O,-7,-0.7,nt,-8,nt,7,-1,nt
CCOC(=O)C1CCN(Cc2cccc(OC)c2)CC1,-5,-0.5,0,nt,-1,22,nt,4
O=C(N/C(=C/c1ccc2c(c1)OCO2)C(=O)N1CCOCC1)c1cccs1,47,nt,-6,-1,-2,nt,-5,2
COC(=O)[C@H](CC(C)C)NC(=O)/C=C/[C@H]1O[C@@H](n2ccc(=O)[nH]c2=O)[C@H](O)[C@@H]1O,8,-0.1,3,-11,2,16,13,-3
O=C(c1cccnc1)N1CC2(C1)[C@@H](c1ccccc1)[C@@H](CO)N2Cc1ccc(Cl)cc1,nt,3.7,nt,-7,nt,-10,-2,nt
COc1ccc(CNC(=O)C2CSC(c3ccc(OC)cc3)N2C(C)=O)cc1 (stereo not drawn),-3,3.0,-3,-10,-2,-17,7,5
CC1=C(C(=O)N2CCOCC2)CC(CC(=O)NC2CC2)C(=O)N1Cc1ccc(F)cc1 (stereo not drawn),-8,-5.6,0,16,-27,nt,11,4
O=[N+]([O-])c1ccc(Oc2cccc3cccnc23)c(Cl)c1,10,-5.6,-3,8,1,48,0,4
Cc1cc(-c2nn3c(C)nnc3s2)ccc1NC(=O)C(C)(C)C,1,nt,2,3,2,nt,nt,-2
COc1ccc(CCN=Cc2ccccc2O)cc1OC,4,-1.1,-1,-12,0,11,2,22
Cc1ccc(N2CC(C(=O)NC3CC3)CC2=O)cc1Cl (stereo not drawn),nt,-0.8,1,nt,-1,4,-1,-1
O=c1[nH]c(CN2CCCC2)nc2sc3c(c12)CCC3,nt,-0.9,nt,13,nt,5,-4,nt
O=C(/C=C/N1CCOCC1)c1coc2ccccc12,3,nt,1,-3,-1,nt,nt,-1
Cc1cc(C(=O)N[C@@H](c2ccccc2)[C@]2(C)C[C@H]2[C@@H](C)C(=O)Nc2ccc3ccccc3c2)no1,1,2.5,3,7,-3,1,-4,14
COc1cc(NC(=O)CSc2ccc3c(c2)OCCO3)cc(OC)c1OC,0,nt,-20,2,-1,nt,nt,23
Cc1ccc(S(=O)(=O)N(CC(O)CN2C(=O)NC(C)(C)C2=O)c2cccc(C)c2)cc1 (stereo not drawn),-7,-2.9,2,3,-1,20,-6,6
COC(=O)C[C@@H]1CC[C@@H]2[C@H](COC[C@H](O)CN2C(=O)Nc2cccc(F)c2)O1,-2[16.7 µM],-1.0,-4,2,49,-8,6,-5
CO[C@H]1CN(C)C(=O)c2cc(NC(=O)C3CCC3)ccc2OC[C@H](C)N(Cc2ccc(F)cc2)C[C@H]1C,1[16.7 µM],1.3,0,nt,1,-17,7,7
C[C@H](CO)N1C[C@H](C)[C@@H](CN(C)C(=O)NC2CCCCC2)OCCCC[C@H](C)Oc2ccc(NC(=O)NC3CCCCC3)cc2C1=O,-12[16.7 µM],-0.6,3,3,-8,11,2,nt
# Continuation:
SMILES,miR122 inh,F508del corr,PglD inh,PGC1a acetyl inh,Cneo AK release,INS-1E GSIS act,FN deposition inh,C2C12 statin
O=C1CC(N(CCc2ccccc2)C(=S)Nc2ccccc2)C(=O)N1c1ccc(F)cc1 (stereo not drawn),nt,-0.8,6,-6,2,-26,-7,nt
CCCCC(=O)Nc1ccc(C(=O)NCCCn2ccnc2)cc1,3,nt,21*,-72,-3,-14,-10,-7
COc1ccc(C(=O)Nc2ccccc2C(=O)NC(Cc2ccc(O)cc2)C(=O)NNC(=O)c2ccccc2Cl)cc1 (stereo not drawn),0,nt,7,-4,-6,-1,nt,112*
c1ccc(-n2nnnc2-n2ccnc2)cc1,-7,nt,4,-12,7,-9,nt,6
Cc1ccc(C(=O)OCc2cc(=O)n3c(C)csc3n2)s1,2,0.0,3,5,-2,28,1,18
Cc1cccc(NC(=O)CN2C(=O)NC(Cc3ccccc3)C2=O)c1 (stereo not drawn),-2,nt,0,-4,1,nt,nt,4
Nc1ccc(-c2ccc(C(=O)O)s2)cn1,5,nt,nt,9,nt,3,6,0
O=C(c1cccc2nc3ccccc3nc12)N1CCOCC1,1,-1.0,4,nt,0,11,-8,-5
COc1ccc(OC(=O)c2cnn(-c3ccccc3)c2C)cc1,-1,nt,8,1,-2,nt,nt,1
CCOC(=O)C1CCN(C(=O)c2ccccc2NC(C)=O)CC1,13,nt,-4,-1,0,nt,nt,10
O=C(CCl)N1CCN(S(=O)(=O)c2ccc3c(c2)OCCCO3)CC1,9,-1.3,-5,0,0,-1,2,6
CCC(C)(O)c1cnc(CC(C)C)c(=O)n1O (stereo not drawn),2,-0.8,2,-12,1,6,nt,2
Cc1c(CC(=O)NCCCC(=O)O)c(=O)oc2cc3oc4c(c3cc12)CCCC4,2,-2.7,5,6,-3,-4,-1,-7

# Source: PubChem (Broad Institute)
